High-throughput results deposited in PubChem by National Center for Advancing Translational Sciences (NCATS).
ELG1 DNA repair = qHTS screen for small molecules that inhibit ELG1-dependent DNA repair in human embryonic kidney (HEK293T) cells expressing luciferase-tagged ELG1. HEK293T ELG1-luciferase reporter, luminescence, 16 h; DNA damage induced by 5-fluorouridine. Potency, µM (series often up to 46.1 µM), for the others: at the top dose activity change, negative = inhibition, usual class: inhibitors. 330,000 tested, 2.3% active. AID 504467, 2011; further: potency means the concentration at half of the fitted maximal effect; on the % scale 0 is the no-effect control and ±100 the full control effect; nearly all actives have a fitted effect of over 55% in size
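DMSO vehicle served as the neutral condition. Each well held 2,000 cells given 5-fluorouridine plus compound; after 16 hr at 37 °C/5% CO2, ONE-Glo was added and luciferase measured 30 min later.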
TSG101-PTAP inh = qHTS Assay for Iinhibitors of HIV-1 Budding by Blocking the Interaction of PTAP/TSG101; AID 493005, 2010; Fluorescence polarization, FITC-PTAP peptide / Tsg101 binding; Tumor susceptibility gene 101 protein (Homo sapiens), Q99816; Potency, µM (titrated, usually from 115 µM), for inactives: at the highest dose activity change, negative = inhibition, hits mostly inhibitors; 340,000 tested, under 10 active; active means well fitted inhibition curve with a large enough effect in the main read-out, with a control signal flat, not every such curve was filed as active; inconclusive means small, poorly fitted or top-dose-only effect, or effect the other way, or a change in a side signal; inactive means no such curve, though single readings can be large or run the other way; further: potency means the concentration at half of the fitted maximal effect; % of control where 0% means no effect
Target sequence (Q99816 whole entry, looked up): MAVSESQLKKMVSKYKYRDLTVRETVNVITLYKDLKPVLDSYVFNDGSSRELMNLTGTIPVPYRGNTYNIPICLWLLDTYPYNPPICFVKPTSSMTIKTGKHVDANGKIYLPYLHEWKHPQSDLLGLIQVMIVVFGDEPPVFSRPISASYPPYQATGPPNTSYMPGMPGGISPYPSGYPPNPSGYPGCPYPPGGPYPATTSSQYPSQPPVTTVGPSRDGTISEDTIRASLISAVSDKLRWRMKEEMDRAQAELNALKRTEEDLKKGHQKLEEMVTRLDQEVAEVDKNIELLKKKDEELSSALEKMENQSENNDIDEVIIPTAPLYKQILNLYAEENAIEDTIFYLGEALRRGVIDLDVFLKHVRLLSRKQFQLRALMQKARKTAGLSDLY
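FP read-out: FITC-PTAP peptide, 50 nM final, binding Tsg101 binding domain, 10 uM final; 20 min, r.t.; 10 mM HEPES pH 7.5, 0.15 M NaCl, 0.01% Tween 20, 3 mM EDTA, 0.1 mM TCEP.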
A-T KAP1 phos = qHTS Assay for Identifying a Potential Treatment of Ataxia-Telangiectasia | […] A-T fibroblasts, KAP-1 phosphorylation AlphaLISA; neocarzinostatin DNA damage 30 min before lysis | Potency, µM (doses to about 57.5 µM), for the others: top-dose activation, usual class: activators | 320,000 tested, 0.19% active; further: potency means the concentration at half of the fitted maximal effect; % of control where 0% means no effect; nearly all actives have a fitted effect of over 45% in size
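ATM-like activity read as KAP-1 phosphorylation via AlphaLISA donor/acceptor antibody pairs after lysis and 6 hr at 25C. Cells were ATM-null patient fibroblasts ([…], hTERT), dosed 60 min, then exposed to the DSB inducer NCS for 30 min.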
TRPV1 agonist = HTS Assay for Compounds that Act as Agonists of the Vanilloid Receptor 1 | AID 540275, 2011 | 320,000 tested, 0.19% active | TRPV1-expressing cells, Fluo-8 calcium influx, agonist mode | activation, % at 8.33 µM | Transient receptor potential cation channel subfamily V member 1 (Homo sapiens), Q8NER1; in the data active means activation above about 80%; inconclusive means between about 30% and that limit; further: 0% is about no effect
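Cells expressing TRPV1 were dye-loaded with Fluo-8 and read kinetically: 10 s baseline, 3 min after compound (agonist portion), then 2 min after EC20 capsaicin (allosteric enhancer portion). Calcium-bound dye fluorescence at 480/520 nm.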
TCR activator = Activators of T cell receptors: qHTS campaign; 330,000 tested, under 10 active; AID 504894, 2011; Potency, µM (series often up to 9.22 µM), for inactives: at the highest dose activation of IL-2 secretion, actives largely listed as activators; primary human leukocytes, anti-CD3, IL-2 HTRF, 48 h; further: % of control where 0% means no effect
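Activity was scored as IL-2 release from primary human leukocytes given only a TCR signal (a-CD3 beads) plus compound for 48 hr. Detection used a two-antibody HTRF format read at 665nm.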
B2AR arrestin = qHTS assay of beta-arrestin-biased ligands of beta2-adrenergic receptor; beta-arrestin recruitment to beta2AR, cell-based reporter; Potency, µM (doses to about 46.1 µM), inactives show top-dose activation, usual class: activators; 330,000 tested, 0.02% active; AID 492947, 2010;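 further: potency means the concentration at half of the fitted maximal effect; 0% = DMSO controls and full agonism = EC100 isoproterenol or metaproterenol; nearly all actives have a fitted effect of over 65% in size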
Target sequence (P07550 whole entry, looked up): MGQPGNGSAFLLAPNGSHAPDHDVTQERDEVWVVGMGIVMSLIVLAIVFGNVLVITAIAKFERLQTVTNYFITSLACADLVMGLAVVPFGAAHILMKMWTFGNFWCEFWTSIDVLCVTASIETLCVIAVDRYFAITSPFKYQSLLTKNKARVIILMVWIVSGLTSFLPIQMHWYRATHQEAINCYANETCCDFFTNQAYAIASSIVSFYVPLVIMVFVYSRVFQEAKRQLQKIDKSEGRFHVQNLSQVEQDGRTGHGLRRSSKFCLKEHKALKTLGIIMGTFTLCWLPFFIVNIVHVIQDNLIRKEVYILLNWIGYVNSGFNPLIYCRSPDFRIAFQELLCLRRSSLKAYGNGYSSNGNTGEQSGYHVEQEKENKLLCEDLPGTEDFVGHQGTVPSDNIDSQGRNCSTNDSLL
BRCA1 expr act = qHTS Assay to Identify Small Molecule Activators of BRCA1 Expression; MCF7-BRCA1-FFLuc reporter, luminescence, 48 h; response scale: scaled: vehicle 0%, 10 µM genistein 100%; Potency, µM (top dose mostly 46.1 µM), inactives show at the top dose activation, actives largely listed as activators; 380,000 tested, 1.1% active; AID 624202, 2012; further: potency means the concentration at half of the fitted maximal effect; nearly all actives have a fitted effect of over 80% in size; some results filed as inactive show a strong effect at the top dose
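48 h compound treatment of MCF7-BRCA1-FFLuc cells (phenol-red free MEM, 37 °C), then 15 min with luciferase substrate and luminescence imaging.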
p53 reactivation = qHTS assay for re-activators of p53 using a Luc reporter; AID 504706, 2011; 320,000 tested, 0.063% active; Potency, µM (series often up to 92.2 µM), inactives show at the top dose activity change, positive = activation, actives largely listed as activators; H1299 p53-A138V BP100-luciferase reporter, luminescence, 24 h; further: potency means the concentration at half of the fitted maximal effect; % of control where 0% means no effect; nearly all actives have a fitted effect of over 45% in size
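H1299 (p53-null), stable ts p53-A138V + BP100-Luc; 1000 cells/well, Opti-MEM/10% FBS; cpd 4 pt, 1:5; 24 h, 37 deg C, 5% CO2; detection reagent 10 min RT; luminescence.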
Integrin act MD = qHTS for Activators of Integrin-Mediated Alleviation for Muscular Dystrophy; alpha7betagal myoblasts, beta-gal FDG fluorescence, 48 h; Potency, µM (doses to about 38.3 µM), inactives show at the top dose activation, hits mostly activators; 350,000 tested, 0.064% active; AID 624291, 2012;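 further: potency means the concentration at half of the fitted maximal effect; 100% = response of the positive control SU9516; nearly all actives have a fitted effect of over 60% in size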
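Alpha7betagal+/- myoblasts (passage 13) were plated 16-24 hr, then exposed to compounds (1:260 dilution of DMSO stock) for 48 hours at 37C. After MPER lysis, β-galactosidase reporter activity was read as FDG fluorescence (ex 480/em 540) after 30 minutes.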
CXXC DNA block = qHTS Fluorescence Polarization Assay for Inhibitors of MLL CXXC domain - DNA interaction | Histone-lysine N-methyltransferase 2A (Homo sapiens), Q03164 | MLL-CXXC / FITC-HOXA9 DNA fluorescence polarization | Potency, µM (doses to about 115 µM), for inactives: at the highest dose activity change, negative = inhibition, actives largely listed as inhibitors | 290,000 tested, 0.037% active | AID 2662, 2010; active means well fitted inhibition curve with a large enough effect in the polarisation, with a control signal flat, not every such curve was filed as active; inconclusive means small, poorly fitted or top-dose-only effect, or effect the other way, or a change in a side signal; inactive means no such curve, though single readings can be large or run the other way; the % refers to the polarisation; further: potency means the concentration at half of the fitted maximal effect
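Steps: dispense CXXC domain solution (7 uM) → pin compounds or unlabeled HOX-A9 DNA control → 5 min ambient → add FLSN-HOX-A9 solution (50 nM) → spin → 30 min ambient → fluorescence polarization. Tris pH 7.5/NaCl/DTT/BSA buffer.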
Active calls of the source: *; ? = inconclusive; · = no result given; & = joins results of further samples; [ ] = dose if it differs, or a comment. Unless noted, the call rests on the fitted dose curve; in most records, active means well fitted curve in the direction sought with a large enough effect; inconclusive means small, poorly fitted or top-dose-only effect, or another doubt; inactive means no such curve, though single readings can be large; an effect the other way counts as inactive or inconclusive.

SMILES	ELG1 DNA repair	TSG101-PTAP inh	A-T KAP1 phos	TRPV1 agonist	TCR activator	B2AR arrestin	BRCA1 expr act	p53 reactivation	Integrin act MD	CXXC DNA block
CCC(C)Sc1nc2c(c(=O)[nH]c(=O)n2C)n1CC(O)COc1ccccc1C (configuration not stated)	16µM*	-10%	·	1	13%[46.1 µM]	-0.1%	-74%	-13%	-5%	-4%
CCc1ccc(NC(=O)C(=O)NNC(=O)COc2cccc(OC)c2)cc1	-4%	0%	-5%	-3	-4%[46.1 µM]	-2.0%	31%	-5%	28%	-3%
CCN1CCN(C(=O)C2CCN(c3nnc(C)c4c(C)n(-c5ccc(C)cc5)nc34)CC2)CC1	21%	-1%	9%	12	-21%	0.4%	-30%	-6%	1%	34%[activator]
O=C(COCc1cc(-c2ccc3c(c2)OCO3)on1)N1CCCCC1	?	0%	?	-5	-1%	-0.4%	?	5%	6%	21%
COc1ccccc1CNc1ccc([N+](=O)[O-])cc1C	-5%	0%	7%	6	-25%	-0.5%	3%	-5%	-34%	-6%
Cc1ccc(NC(=O)Nc2cnccn2)cc1C	?	27%	-9%	6	-2%	-0.5%	-3%	10%	?	4%
COCCCNC(=O)/C=C/c1ccc(OCc2c(F)cccc2Cl)cc1	-6%	2%	-1%	30	-3%	2.9%	-24%	-7%	-5%	7%
CCCNC(=O)CCCN1C(=O)c2ccccc2Sc2ncccc21	-1%	-6%	-10%	-4	1%	-0.4%	12%	-7%	7%	2%
CC(C)CC(NC(=O)C(NC(=O)C(Cc1ccc(OCc2ccccc2)cc1)NC(=O)OC(C)(C)C)C(C)C)C(N)=O (configuration not stated)	14%	0%	-4%	-1	4%[46.1 µM]	-0.8%	-16%	4%	-22%	-2%
CN(C)S(=O)(=O)c1ccc2c(c1)C(CC(=O)O)NC2=O (configuration not stated)	-6%	-6%	19%	3	4%	-0.2%	7%	-1%	18%	0%
CC(C)C(C(=O)Nc1sc2c(c1C#N)CCCCC2)N1C(=O)c2ccccc2C1=O (configuration not stated)	-1%	-6%	1%	12	3%	0.9%	-1%	-2%	-9%	22%
O=C(O)CN1CCN(Cc2ccccc2)C1=O	?	-7%	5%	-4	-6%	-0.1%	1%	14%	17%	?
CC(O)CN(CC(C)O)c1ccc2c(c1)Cc1cc([N+](=O)[O-])ccc1-2 (configuration not stated)	·	17%	·	·	4%	·	-4%	·	-9%	·
CCN(CC(=O)NCCCn1ccnc1)S(=O)(=O)c1ccc(C)cc1	1%	-1%	-9%	-1	18%	0.1%	1%	2%	-3%	20%
O=C(O)c1cccc(OS(=O)(=O)c2cc(Br)ccc2Br)c1	?	-8%	-7%	0	57%	-0.4%	51%	6%	20%	·
CC(C)NC(=O)CC(=O)N/N=C/c1ccc(Br)cc1	5%	-2%	3%	-5	·	-0.1%	18%	-4%	4%	-3%
O=C1C=C(/C=C/C2C=CC=CC2)C[C@@H](c2ccc(Cl)cc2)C1 (some centres not stated)	16%	-3%	5%	?	-3%	0.2%	14%	15%	12%	·
O=C(O)c1c2c(nc3ccccc13)/C(=C/c1ccccc1[N+](=O)[O-])CCC2	?	-2%	4%	-3	1%	0.1%	19%	4%	4%	10%
CCc1ccc(NC(=O)COC(=O)Cn2cnc3ccccc32)cc1	6%	1%	-7%	5	5%	-0.2%	18%	5%	9%	·
CC(C)(Oc1ccc(Cl)cc1)C(=O)NCc1ccc(S(N)(=O)=O)cc1	-10%	-7%	2%	?	·	-0.2%	1%	-2%	-16%	19%
CC1(C)C(Cl)C(=O)C(C(=O)c2ccccc2)C(=O)C1Cl (configuration not stated)	1%	-6%	7%	-1	0%	0.3%	-28%	5%	30%	-10%
COCCCNC(=S)N1CCC(NC(=O)Nc2ccc(C)cc2)CC1	-6%	1%	-2%	-1	11%	0.1%	-5%	-1%	-22%	-3%
CSc1nc(-c2ccccc2)cc(C(F)(F)F)c1C#N	7%	-4%	7%	1	1%[46.1 µM]	-0.2%	-65%	-1%	17%	5%
COc1ccc(C(=O)NC(=S)NNC(=O)c2ccc(C)cc2)cc1	·	-3%	·	·	2%	·	-51%	·	8%	·
COc1ccc(N2CCN(C(=O)NC34CC5CC(CC(C5)C3)C4)CC2)cc1	?	-6%	4%	?	3%	-0.2%	-46%	1%	-24%	3%
CC1CN(c2nn3c(=O)c4ccccc4nc3c3ccccc23)CC(C)O1 (configuration not stated)	?	-3%	4%	10	-1%	-0.2%	-2%	-2%	16%	9%
CC(=O)c1ccc(N2CCN(C(=O)CCCn3c(=O)[nH]c4ccc(Br)cc4c3=O)CC2)cc1	18µM*	-1%	-3%	-8	2%	0.3%	-14%	-5%	11%	10%
CCc1nc2nc(C)c(NS(=O)(=O)c3cccs3)c(=O)n2[nH]1	-1%	-7%	0%	0	5%	-0.5%	0%	-4%	-39%	-7%
COc1ccc(NC(=O)CN(C)C(=O)CSCc2ccc(C)cc2)cc1	7%	-1%	?	27	2%	-1.8%	31%	6%	12%	·
CCOc1ccccc1CN1C(=O)C2(OCCO2)c2ccccc21	1%	1%	-1%	10	-1%	-0.5%	-34%	-4%	-25%	1%
COc1ccc(C(=O)NCCCc2ccccc2)cc1	·	0%	·	·	-6%	·	?	·	12%	·
CC(Sc1nc2c(cc1C#N)CCCCC2)C(=O)O (configuration not stated)	4%	-9%	-1%	0	-2%	-1.1%	11%	16%	?	-10%
c1ccc2c(c1)nc(N1CCOCC1)c1nnnn12	?	-10%	4%	4	4%	-0.2%	39%	17%	21%	7%
Cc1ccc(S(=O)(=O)N2CCCC2)cc1C(=O)NC1CCCCC1	-12%	-3%	10%	0	-1%	-0.3%	-5%	·	14%	-5%
O=C1Cc2cc(S(=O)(=O)N3CCN(c4cccc(Cl)c4)CC3)ccc2N1	0%	0%	-9%	6	0%	0.0%	13%&6%	·	19%	·
O=S(=O)(NCc1ccco1)N1CCCCCC1	-2%	0%	1%	-6	0%	0.0%	-1%	-2%	6%	3%
COc1ccc(C(=O)N2CCc3cc(OC)c(OC)cc3C2c2ccc(OC)c(OC)c2)cc1 (configuration not stated)	-10%	0%	0%	15	0%	-0.1%	-40%	-4%	5%	19%
CC1C(=O)NN=C1C(=O)N/N=C\C(Br)=C\c1ccccc1 (configuration not stated)	?	0%	?	-7	-6%	0.0%	75%	?	-10%	-11%
CC(Oc1ccc(F)cc1)C(=O)Nc1nc(-c2ccccn2)cs1 (configuration not stated)	?	-3%	-1%	15	12%	4.8%	-78%	8%	-74%[inhibitor]	·
Cc1ccc2oc(-c3ccc(NC(=O)c4ccncc4)cc3O)nc2c1	?	-7%	-2%	-1	2%	-0.9%	58%	6%	7%	16%
O=C(OCC(=O)N1CCc2ccccc21)c1cccnc1Cl	?	2%	0%	-4	·	-0.3%	5%	?	-13%[7.66 µM]	4%
O=C(O)CCC(=O)N1N=C(c2cccs2)CC1c1cccc([N+](=O)[O-])c1 (configuration not stated)	9%	2%	-18%	-5	·	-1.2%	-27%	·	12%	3%
Cc1cc(C(=O)CN2C(=O)CN(C)C2=O)c(C)n1-c1cccc(S(=O)(=O)N2CCOCC2)c1	?	-3%	-7%	-5	-2%	0.4%	17%	1%	17%	-2%
O=C(Nc1cccc([N+](=O)[O-])c1)Nc1ccc2c(c1)CCC2	?	-6%	2%	?	6%	8.4%	-2%	10%	-54%[inhibitor]	0%
O=C(Cn1c(CCCO)nc2ccccc21)Nc1ccccc1-c1ccccc1	1%	1%	3%	1	-3%	-0.6%	-42%	2%	17%	1%
O=C(NCc1cccnc1)c1cc(-c2cccs2)on1	?	-4%	1%	-1	-3%	3.9%	15%	16%	-28%	-2%
O=C(CCc1nnc(Cc2ccc(-c3ccccc3)cc2)o1)N1CCCC1	-18%	-1%	12%	1	-1%	-1.0%	-19%	-2%	-31%	-12%
Cc1ccc(-n2nc3c([n+]2[O-])CCc2nonc2-3)cc1	-6%	-3%	1%	-1	1%	-0.4%	39%	6%	9%	-2%
